High-throughput results: PubChem BioAssay, Sanford-Burnham Center for Chemical Genomics
ATG4B inh – ATG4B protease inhibitors, primary screen, biochemical, fluorescence, uHTS. Cysteine protease ATG4B (Homo sapiens), Q9Y4P1. inhibition, % at 8.33 µM. ATG4B cleavage of LC3-PLA2, NBD-HPC fluorescence, 1 h. hit rate 0.51% among 340,000; in the data active means inhibition above about 40%
A3A deaminase – APOBEC3A ssDNA deaminase inhibitors, primary screen, selectivity assay for APOBEC3G inhibitor project, biochemical, FAM/TAMRA oligo cleavage fluorescence | AID 493011, 2011 | DNA dC->dU-editing enzyme APOBEC-3A (Homo sapiens), P31941 | inhibition, % at 20 µM | hit rate 0.41% among 330,000 | recombinant A3A, FAM/TAMRA ssDNA deamination fluorescence;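 active means at least 40% inhibition at 20 µM here, with at most 30% in a related deaminase screen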;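 further: plate controls were A3A with DMSO for no effect and wells lacking A3A enzyme for full effect; some results filed as inactive read as strong as hits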
Target sequence (P31941 whole entry, looked up): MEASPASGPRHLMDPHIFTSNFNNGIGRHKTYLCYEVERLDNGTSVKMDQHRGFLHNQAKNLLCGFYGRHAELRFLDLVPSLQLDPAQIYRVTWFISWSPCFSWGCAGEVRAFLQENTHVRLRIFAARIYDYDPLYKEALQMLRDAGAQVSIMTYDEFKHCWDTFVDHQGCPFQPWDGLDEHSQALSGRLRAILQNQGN
PfGluPho inh – PfG6PD enzyme inhibitors, primary screen, biochemical, fluorescence intensity, uHTS; PfGluPho enzyme, NADPH resazurin-diaphorase fluorescence; inhibition, % at 20 µM; hit rate 0.78% among 350,000; AID 504690, 2011;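 active means inhibition reaching at least a set limit at 20 µM in the primary screen, cut at about 59% in these data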;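 further: 0% = DMSO wells with substrate and 100% = DMSO wells lacking glucose-6-phosphate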
mIAP block – inhibitors of mouse IAP, primary screen, biochemical, luminescence, uHTS | intestinal alkaline phosphatase [Mus musculus] | purified mouse IAP, CDP-Star luminescence, 30 min | hit rate 0.2% among 330,000 | inhibition, % at 10 µM;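 active means inhibition of at least 40% at 10 µM in the primary screen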;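 further: plate controls were DMSO with enzyme for no effect and no enzyme wells for full effect; values of inactives mirror those of a sister screen read the other way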
mIAP activ – activators of mouse IAP, primary screen, biochemical, luminescence, uHTS; hit rate 0.24% among 330,000; activation factor at 10 µM; intestinal alkaline phosphatase [Mus musculus]; muIAP, CDP-Star luminescence, 30 min; active compounds read high; 1 = vehicle-only enzyme signal, 0 = enzyme-free wells; AID 2805, 2010;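 active means activation factor of at least 2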; further: the source names both 10 and 20 µM as test concentration; values of inactives mirror those of a sister screen read the other way
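Assay system: mouse IAP enzyme / Compound: DMSO-dissolved test compounds / Timing: 30 min, room temperature / Measured by: luminescence from enzymatic CDP-Star hydrolysis / Control set: DMSO-only wells, enzyme-free buffer wells as negative control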
HKDC1 inh – HKDC1 hexokinase inhibitors, primary screen, biochemical, fluorescence, uHTS. Q2TB90. recombinant HKDC1, G6PDH/diaphorase resazurin coupled fluorescence. inhibition, % at 20 µM. hit rate 0.16% among 340,000;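 active means inhibition above about 35% when tested at 20 µM, limit read from the data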;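 further: plate controls were DMSO wells with enzyme for no effect and DMSO wells lacking enzyme for full effect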
Target sequence (Q2TB90 whole entry, looked up): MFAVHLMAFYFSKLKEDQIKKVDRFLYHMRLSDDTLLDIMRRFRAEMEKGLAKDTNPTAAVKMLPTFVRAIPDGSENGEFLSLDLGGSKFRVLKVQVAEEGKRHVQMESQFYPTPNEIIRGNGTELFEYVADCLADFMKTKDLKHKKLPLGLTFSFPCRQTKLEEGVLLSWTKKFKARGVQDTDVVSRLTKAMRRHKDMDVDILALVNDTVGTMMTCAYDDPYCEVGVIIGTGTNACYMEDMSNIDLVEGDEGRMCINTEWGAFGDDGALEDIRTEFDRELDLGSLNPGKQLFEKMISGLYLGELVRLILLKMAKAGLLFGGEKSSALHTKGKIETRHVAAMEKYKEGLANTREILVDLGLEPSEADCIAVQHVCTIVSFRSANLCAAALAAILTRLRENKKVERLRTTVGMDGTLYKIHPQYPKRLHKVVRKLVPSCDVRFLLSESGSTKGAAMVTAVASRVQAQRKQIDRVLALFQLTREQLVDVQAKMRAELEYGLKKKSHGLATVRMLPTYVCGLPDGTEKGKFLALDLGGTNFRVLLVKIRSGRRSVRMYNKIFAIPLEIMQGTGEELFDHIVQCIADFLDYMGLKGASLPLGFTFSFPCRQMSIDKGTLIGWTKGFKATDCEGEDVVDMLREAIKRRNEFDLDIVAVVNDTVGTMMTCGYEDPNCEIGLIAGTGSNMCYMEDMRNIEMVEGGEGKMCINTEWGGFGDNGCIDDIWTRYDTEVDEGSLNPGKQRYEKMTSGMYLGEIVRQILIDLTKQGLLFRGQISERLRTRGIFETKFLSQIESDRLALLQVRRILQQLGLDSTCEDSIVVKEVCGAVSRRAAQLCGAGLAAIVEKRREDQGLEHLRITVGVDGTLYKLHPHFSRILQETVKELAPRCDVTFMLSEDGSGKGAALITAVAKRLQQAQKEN
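Test system: recombinant HKDC1 (HK5) hexokinase enzyme, produced in-house / Doses: 20 µM test compound, 1% DMSO / Timing: 90 min, room temperature / Detection: G6PDH/diaphorase-coupled fluorescence, 1 mM NADP, 100 µM resazurin, 525/613 nm / Control set: DMSO wells with and without enzyme mix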
hIAP inh – human IAP inhibitors, primary screen, biochemical, luminescence, uHTS; purified IAP, CDP-Star luminescence, 30 min; inhibition, % at 10 µM; hit rate 0.12% among 330,000;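 active means inhibition reaching a set limit with compound at 10 µM in the primary screen, cut at about 35% in these data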;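 further: plate controls were DMSO wells with enzyme for no effect and no-enzyme buffer wells for full effect; values of inactives mirror those of a sister screen read the other way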
hIAP act – human IAP activators, primary screen, biochemical, luminescence, uHTS; activation factor at 10 µM; AID 2524, 2010; purified human IAP, CDP-Star luminescence, 30 min; active compounds read high; 1 = vehicle-only enzyme, 0 = enzyme-free background; hit rate 0.16% among 330,000;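 active means activation factor of the enzyme at least 2-fold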; further: the source names both 10 and 20 µM as test concentration; values of inactives mirror those of a sister screen read the other way
Active calls of the source: *; x = not tested or not shown.

ATG4B inh | A3A deaminase | PfGluPho inh | mIAP block | mIAP activ | HKDC1 inh | hIAP inh | hIAP act | molecule
3 | 4 | -10 | -5 | 1 | 3 | 1 | 0.99 | COc1ccc(OCC(O)CN2C(=O)c3ccccc3S2(=O)=O)cc1 (configuration not stated)
-7 | 4 | -10 | -5 | 1 | 3 | -6 | 1.1 | O=C(NCCc1ccc(F)cc1)C(=O)Nc1cc2c3c(c1)CC(=O)N3CCC2
0 | -4 | 13 | 6 | 0.94 | 5 | -12 | 1.1 | O=C(CNC(=O)c1ccco1)OCC(=O)c1ccc2c(c1)CCCC2
-14 | -2 | 6 | 1 | 0.99 | 5 | -11 | 1.1 | Cc1ccc(OCC(=O)OCC(=O)Nc2ccc3c(c2)OCO3)cc1C
4 | -3 | 2 | -10 | 1.1 | -1 | -3 | 1 | O=C(/C=C/c1ccccc1Cl)NCCN1CCOCC1
-4 | 1 | 12 | 2 | 0.98 | -4 | -13 | 1.1 | O=C1CC(NS(=O)(=O)c2cccs2)CN1c1cccc(F)c1 (configuration not stated)
-3 | 0 | -16 | 4 | 0.96 | -8 | 9 | 0.91 | CCOC(=O)c1cnn(-c2nc(CC)nc3sc4c(c23)CCC4)c1N
1 | -1 | -3 | 3 | 0.97 | -11 | -8 | 1.1 | CN1CCN(C(=O)N2c3ccccc3CCc3ccccc32)CC1
-7 | 2 | 5 | -7 | 1.1 | -7 | -2 | 1 | CCOC(=O)c1ccc(N2C(=O)CC(N3CCN(C(=O)c4ccco4)CC3)C2=O)cc1 (configuration not stated)
0 | 0 | 2 | 4 | 0.96 | -4 | -23 | 1.2 | CC(Oc1ccccc1)C(=O)N1CCN(C(=O)C(C)Oc2ccccc2)CC1 (configuration not stated)
-3 | -1 | -6 | 2 | 0.98 | -5 | 3 | 0.97 | CC(=O)c1c(C(C)=O)c(C)n(-c2ccc(C(=O)O)cc2)c1C
1 | 1 | 4 | -3 | 1 | -6 | 0 | 1 | CCCC(=O)Nc1cc(C(F)(F)F)ccc1N1CCOCC1
-10 | -3 | 13 | 0 | 1 | 4 | -14 | 1.1 | O=C(Cn1[nH]c(=O)c2ccccc2c1=O)OCC(=O)c1ccccc1
1 | 0 | -1 | -4 | 1 | -5 | -2 | 1 | CC(NC(=O)C12CC3CC(CC(C3)C1)C2)c1ccc(F)cc1 (configuration not stated)
2 | -5 | -15 | 8 | 0.92 | -2 | 1 | 0.99 | Cn1c(CN2CCOCC2)nnc1SCC(=O)Nc1ccc([N+](=O)[O-])cc1O
-3 | -2 | -29 | -21 | 1.2 | 5 | -5 | 1 | O=S1(=O)CCO[C@H]2Cc3ccccc3[C@H]2N1Cc1ccc(Cl)cc1
-2 | 1 | 42 | 0 | 1 | 11 | 7 | 0.93 | CCOc1cc(N2CCOCC2)c(OCC)cc1NC(C)C(=O)N1CCC(C)CC1 (configuration not stated)
4 | -1 | -2 | -1 | 1 | -7 | -4 | 1 | O=C(NCCCn1ccnc1)C1CCN(S(=O)(=O)c2ccc(F)cc2)CC1
-1 | -6 | -13 | 17 | 0.83 | -9 | 0 | 1 | CC1(C)Oc2ccc3ccc(=O)oc3c2/C(=C/NNC(N)=O)C1=O
3 | -1 | -2 | -2 | 1 | -9 | 12 | 0.88 | CCc1ccc(OCCCC(=O)O)c(Br)c1
-6 | -4 | -4 | 7 | 0.93 | 17 | 7 | 0.93 | COc1cc(OC)c(-n2cc(-c3ccc(Cl)cc3)[nH]c2=O)cc1Cl
-9 | -1 | 6 | 8 | 0.92 | -12 | -11 | 1.1 | Cc1ncc(CN2CCN(CCC(C)C)C(CCO)C2)s1 (configuration not stated)
32 | 2 | -3 | -3 | 1 | 5 | -45 | 1.5 | COc1ccc(Cl)cc1NC(=O)CN(C)CC(=O)Nc1ccccc1-c1ccccc1
2 | 0 | -2 | -9 | 1.1 | 1 | -14 | 1.1 | COc1ccc(-c2c(-c3ccccc3OC)sc3ccccc23)cc1
0 | 2 | 1 | -13 | 1.1 | -10 | -5 | 1.1 | O=C(c1ccc(Br)o1)N1CCN(CCc2ccncc2)CC1
0 | -1 | -8 | 3 | 0.97 | -5 | 13 | 0.87 | O=C(COc1ccc(Br)cc1Cl)NC(=S)Nc1ccccn1
-17 | -4 | 8 | -4 | 1 | -5 | -7 | 1.1 | Cc1cc(C(=O)CN2C(=O)C(=O)N(CC(C)C)C2=O)c(C)n1C1CC1
-8 | -2 | 3 | -1 | 1 | 10 | 22 | 0.78 | CC1(C)Cc2cccc(OCC(=O)N3CCN(c4ccccc4)CC3)c2O1
2 | -2 | -17 | 18 | 0.81 | 1 | 4 | 0.96 | O=C(CCSc1nc2ccccc2s1)N/N=C/c1c(O)ccc2ccccc12
-10 | -6 | -35 | -1 | 1 | 5 | -6 | 1.1 | COc1ccc2nc(NC(=O)c3cccc(S(=O)(=O)N4CCOCC4)c3)sc2c1
3 | 6 | 23 | -7 | 1.1 | -6 | 5 | 0.95 | O=C(CN1CCCCC1)Nc1ccc(S(=O)(=O)NC2CCCCC2)cc1
-3 | 0 | 38 | 15 | 0.85 | -2 | 12 | 0.88 | O=C(CSc1nnc2ccc(-c3ccco3)nn12)Nc1ccccc1F
-4 | 0 | -6 | -2 | 1 | -2 | -17 | 1.2 | CN(C)S(=O)(=O)c1ccc2oc(SCC(=O)Nc3ccccc3F)nc2c1
-6 | 3 | 4 | 2 | 0.98 | -8 | 3 | 0.97 | CC(C)(C)C(=O)Nc1nc2cc3c(cc2s1)OCO3
-11 | 2 | -1 | -2 | 1 | -4 | 2 | 0.98 | CC1CN(Cc2nc3c(c(=O)n(C)c(=O)n3C)n2Cc2ccccc2)CC(C)O1 (configuration not stated)
0 | -5 | 31 | 8 | 0.92 | -1 | 2 | 0.98 | Cc1[nH]c(=S)n(CC2CCCO2)c1C (configuration not stated)
0 | -1 | -23 | -5 | 1.1 | 2 | 11 | 0.89 | Cc1nc2scc(C)n2c(=O)c1S(=O)(=O)N1CCN(c2ccccc2)CC1
0 | 78* | 1 | 6 | 0.94 | -4 | -4 | 1 | Cn1cccc2[nH]c(=O)nc1-2
-2 | 1 | -1 | -2 | 0.97 | 2 | x | x | O=C1OCCN1C(=O)[C@H]1[C@H](c2ccc([N+](=O)[O-])cc2)C(c2ccc(F)cc2)=NN1c1ccc(Br)cc1
3 | -3 | 7 | -3 | 1 | 9 | -8 | 1.1 | Fc1cc(F)cc(Nc2nc(Cl)nc(NC3CCCC3)n2)c1
4 | 0 | 13 | 11 | 0.89 | 3 | -9 | 1.1 | O=C(O)c1cccc(N2C(=O)CSC2=S)c1
3 | -9 | -18 | -14 | 1.1 | 2 | -13 | 1.1 | Cc1cnc([N+](=O)[O-])n1CCOC(=O)NC(=O)c1cccc(F)c1
-3 | 4 | -8 | 5 | 0.95 | 0 | 11 | 0.89 | CCOC(=O)C1Cn2c(nc3c(c2=O)C2(CCCC2)Cc2ccccc2-3)S1 (configuration not stated)
-4 | 2 | -1 | 1 | 0.99 | 1 | -2 | 1 | O=C(COc1ccccc1)N1CCc2ccccc2C1
1 | -1 | -8 | 0 | 1 | 0 | -4 | 1 | COc1ccccc1NC(=O)/C(=C/c1cccs1)NC(=O)c1ccco1
-1 | 4 | -15 | 6 | 0.94 | 6 | 1 | 0.99 | CCC(=O)Nc1cc(C(=O)O)ccc1Sc1ccc(Cl)cc1
15 | 3 | -2 | -6 | 1.1 | -15 | 9 | 0.91 | COc1ccc(OC)c(NC(=O)Cn2cc(C#N)c3cc(Br)ccc32)c1
-3 | -2 | 4 | -5 | 1.1 | -4 | -12 | 1.1 | Cc1ccc(S(=O)(=O)c2nc(S(C)(=O)=O)sc2N2CCC(O)CC2)cc1
-8 | -4 | 4 | 4 | 0.96 | -3 | -19 | 1.2 | CN(Cc1ccccc1)C(=O)COC(=O)c1ccccc1SCC(=O)N1CCCC1
-1 | -1 | 13 | 0 | 1 | 1 | 5 | 0.95 | CSc1sccc1/C=N/O
-1 | 0 | -17 | 0 | 1 | -1 | -13 | 1.1 | Cc1ccc(S(=O)(=O)CCC(=O)OCC(=O)N(C)C2CCS(=O)(=O)C2)cc1 (configuration not stated)
27 | -6 | 8 | 2 | 0.98 | -3 | -7 | 1.1 | CCN(Cc1ccncc1)C(=O)c1cc(COc2c(F)cccc2F)on1
2 | -5 | -10 | 2 | 0.98 | -10 | -73 | 1.7 | c1cc2nnnn2nc1N1CCCCC1
-1 | -4 | 14 | 0 | 1 | -5 | 2 | 0.98 | COc1ccc(-n2nnnc2SCC(=O)c2cccc(OC)c2)cc1
-4 | 12 | 14 | -4 | 1 | -1 | -6 | 1.1 | Cc1nc(SCC(=O)NC(=O)NCc2ccco2)nc(C)c1C
-9 | -2 | 10 | 0 | 1 | -2 | 10 | 0.9 | COC(=O)c1[nH]c2cccc(OC)c2c1NC(=O)CCN1CCC(C)CC1
-6 | 29 | -17 | 1 | 0.99 | -3 | -5 | 1 | COc1ccc(NC(=O)CCNC(=O)c2ccc([N+](=O)[O-])cc2)cc1S(=O)(=O)N1CCCCC1
18 | -1 | 20 | -4 | 1 | -3 | 1 | 0.99 | Cc1ccn2c(NCc3ccccc3)c(-c3cccs3)nc2c1
3 | -3 | -12 | 3 | 0.97 | -2 | 8 | 0.92 | CCC(C)NC(=O)Cn1cc(S(=O)(=O)N2CCCC2)c(S(=O)(=O)N2CCCC2)c1 (configuration not stated)
2 | -3 | -14 | 8 | 0.92 | 6 | -6 | 1.1 | COc1ccc(C(=O)N(C)CC2CCN(CCc3cccc(C(F)(F)F)c3)CC2)cc1C

The list continues.
ATG4B inh | A3A deaminase | PfGluPho inh | mIAP block | mIAP activ | HKDC1 inh | hIAP inh | hIAP act | molecule
15 | -1 | -11 | -1 | 1 | 4 | 5 | 0.95 | CC(=O)C1=NOC2C(=O)N(c3ccccc3)C(=O)C12 (configuration not stated)
-17 | -6 | -2 | 6 | 0.94 | 3 | -5 | 1.1 | COc1ccccc1C1CC(c2ccc(NS(C)(=O)=O)cc2)=NN1S(=O)(=O)c1ccccc1 (configuration not stated)
1 | 4 | -12 | 1 | 0.99 | -3 | 8 | 0.92 | Cc1nn(C(=O)c2c(-c3ccccc3)noc2C)c(C)c1N=Nc1cc(C(F)(F)F)cc(C(F)(F)F)c1
-16 | 0 | -6 | 3 | 0.97 | -3 | -6 | 1.1 | Oc1c(C(c2ccccc2)N2CCN(Cc3ccccc3)CC2)sc2ncnn12 (configuration not stated)

Complete entries from above:
Profile of Cc1nn(C(=O)c2c(-c3ccccc3)noc2C)c(C)c1N=Nc1cc(C(F)(F)F)cc(C(F)(F)F)c1 : ATG4B inh: 1; A3A deaminase: 4; PfGluPho inh: -12; mIAP block: 1; mIAP activ: 0.99; HKDC1 inh: -3; hIAP inh: 8; hIAP act: 0.92
Profile of Oc1c(C(c2ccccc2)N2CCN(Cc3ccccc3)CC2)sc2ncnn12 (configuration not stated) : ATG4B inh: -16; A3A deaminase: 0; PfGluPho inh: -6; mIAP block: 3; mIAP activ: 0.97; HKDC1 inh: -3; hIAP inh: -6; hIAP act: 1.1
